Compound activity: PubChem BioAssay, Southern Research Specialized Biocontainment Screening Center
inhibitors of VEEV = inhibitors of VEEV TC-83 cytopathic effect, confirmation, Vero cells (AID 588727); Vero cells, VEEV TC-83 cytopathic effect inhibition; higher % means a stronger effect; one-dose inhibition, % at 20 µM; IC50 in µM for titrated hits; 0.13% of 350,000 active; in the data active means a potency from the dose series; inconclusive means inhibition mostly from about 14% at the one dose, without a potency; inactive means the rest, 99 in 100 with inhibition below about 12%; further: strong numbers were not always called active
Salmonella PhoP GFP = Inhibition of PhoP regulon, Salmonella typhi GFP reporter cells, confirmation, 4 h (AID 1850); inhibition, % at 50 µM, or IC50 in µM where a hit was titrated; 0.33% of 310,000 active; Salmonella Typhi PhoP-promoter GFP reporter, fluorescence, 4 h; higher % means a stronger effect; in the data active means a potency from the dose series; inconclusive means inhibition mostly from about 25% at the one dose, without a potency; inactive means the rest, 99 in 100 with inhibition below about 19%;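 further: 0% = induced wells with vehicle and 100% = uninduced wells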
M. tuberculosis HTS = M. tuberculosis growth inhibition, HTS (AID 449762). M. tuberculosis H37Rv growth inhibition, 7H9 media; higher % means a stronger effect. inhibition, % at 25 µM; hits with a dose series show IC50 in µM. 0.59% of 330,000 active; in the data active means a potency from the dose series; inconclusive means inhibition above about 70% without an active follow-up result;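 further: bacterial growth assessed after seven days of incubation; strong numbers were not always called active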
influenza NS1A = NS1A inhibition, H1N1 influenza, cell based functional assay (AID 504329); NS1A functional cell-based assay, percent inhibition; higher % means a stronger effect; inhibition, % at 12.5 µM, or IC50 in µM where a hit was titrated; 0.3% of 340,000 active; in the data active means a potency from the dose series; inconclusive means inhibition above about 27% without an active follow-up result; further: strong numbers were not always called active
tuberculosis growth = growth inhibition of non-replicating M. tuberculosis (AID 488890). Mycobacterium tuberculosis non-replicating, growth inhibition; higher % means a stronger effect. inhibition, % at 25 µM, or IC50 in µM where a hit was titrated. 0.39% of 320,000 active; in the data active means a potency from the dose series; inconclusive means inhibition mostly from about 82% at the one dose, without a potency; inactive means the rest, 99 in 100 with inhibition below about 76%;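 further: plate controls were DMSO cells for no effect and high antibiotic wells for full effect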
inhibitors of VEEV 10K pilot screen = further read-out of inhibitors of VEEV, marked with its call; inhibition, %; measured here: 10K pilot screen inhibition
Starred values were filed as active, the others as inactive; i = inactive; ? = inconclusive; / = no result given; & = joins results of further samples.

Sample of the layout, 22 compounds:
SMILES	inhibitors of VEEV	Salmonella PhoP GFP	M. tuberculosis HTS	influenza NS1A	tuberculosis growth	others
COc1ccc(Nc2nccc(OC)c2C#N)cc1	0.2%	-2%	0%	-10%	-5%
Cc1ccc2cc(CN(Cc3cccs3)Cc3nnnn3CC3CCCO3)c(=O)[nH]c2c1C (stereo not drawn)	3.0%	/	/	6%	/
CN(C)S(=O)(=O)c1cccc(NC(=S)N/N=C/c2cccc(O)c2)c1	1.8%	-9%	7%	1%	-31%
c1ccc(-c2nnc3n2N=C(c2ccc4c(c2)OCO4)CS3)nc1	1.2%	-5%	2%	3%	10%
COCCn1c(SCC(=O)Nc2cc(C)nn2-c2ccccc2)nnc1-c1ccncc1	i	-19%	5%	-3%	1%
Cn1cnnc1SCC(=O)NN(c1ccccc1)c1ccccc1	i	-2%	-5%	-1%	-1%
Cc1ccc(CN(C)C2CCN(C)CC2)cc1	1.2%	0%	-5%	-4%	-4%
N/C(=N\c1nc(CSc2ccc(Cl)cc2)cc(=O)[nH]1)Nc1ccccc1C(F)(F)F	0.1%	-12%	-5%	4%	6%
O=C(O)c1cccc(Oc2cccc(Cl)n2)c1	0.9%	1%	4%	3%	-13%
S=c1[nH]nc(COc2ccccc2)n1/N=C/c1ccc(Cl)cc1Cl	2.6%	10%	10%	-5%	-11%
COc1ccc2cc(C(=O)C3CCCN(Cc4ccccn4)C3)ccc2c1 (stereo not drawn)	1.9%	14%	?	6%	6.6µM*
O=C(O)c1cccc(S(=O)(=O)Nc2cc(Cl)ccc2Cl)c1	1.9%	20%	1%	-17%	/
O=C(O)c1ccccc1C(=O)Nn1cnnc1	1.2%	4%	-2%	-3%	-21%
O=C(CSCC(=O)OCC(=O)c1ccc(Br)cc1)Nc1ccc(Br)cc1	i	-16%	-3%	6%	76%
CCCCN(C(=O)c1cc(-c2ccc(F)cc2)nc2ccccc12)c1c(N)n(CCCC)c(=O)[nH]c1=O	4.0%	/	/	-4%	/
CCc1nc(SCC(=O)Nc2nnc(CC)s2)c2c(C)c(C)sc2n1	1.1%	3%	2%	-3%	8%
NC(=O)CSc1nnc(-c2ccc(S(=O)(=O)N3CCOCC3)cc2)n1Cc1ccccc1	1.9%	-3%	-4%	27%	6%
O=[N+]([O-])c1ccccc1OCCN1CCOCC1	1.0%	7%	-2%	-28%	-8%
Cc1ccc(-c2nc(C=Nc3cccc(C)c3)c(O)o2)cc1	0.4%	1%	5%	0%	-4%
O/C(=C\Sc1nnc(Cc2ccccc2)o1)c1ccc(Br)cc1	0.8%	-5%	8%	10%	2%
Cc1nc2c(C)cccn2c(=O)c1NC(=O)c1ccc(Br)o1	4.4%	1%	-3%	-2%	-18%
O=C(COc1ccc2c3c(c(=O)oc2c1)CCCC3)NCC(O)c1ccccc1 (stereo not drawn)	0.7%	4%	6%	6%	28%

The whole of this part, repeating the preview:
SMILES	inhibitors of VEEV	Salmonella PhoP GFP	M. tuberculosis HTS	influenza NS1A	tuberculosis growth	others
COc1ccc(Nc2nccc(OC)c2C#N)cc1	0.2%	-2%	0%	-10%	-5%
Cc1ccc2cc(CN(Cc3cccs3)Cc3nnnn3CC3CCCO3)c(=O)[nH]c2c1C (stereo not drawn)	3.0%	/	/	6%	/
CN(C)S(=O)(=O)c1cccc(NC(=S)N/N=C/c2cccc(O)c2)c1	1.8%	-9%	7%	1%	-31%
c1ccc(-c2nnc3n2N=C(c2ccc4c(c2)OCO4)CS3)nc1	1.2%	-5%	2%	3%	10%
COCCn1c(SCC(=O)Nc2cc(C)nn2-c2ccccc2)nnc1-c1ccncc1	i	-19%	5%	-3%	1%
Cn1cnnc1SCC(=O)NN(c1ccccc1)c1ccccc1	i	-2%	-5%	-1%	-1%
Cc1ccc(CN(C)C2CCN(C)CC2)cc1	1.2%	0%	-5%	-4%	-4%
N/C(=N\c1nc(CSc2ccc(Cl)cc2)cc(=O)[nH]1)Nc1ccccc1C(F)(F)F	0.1%	-12%	-5%	4%	6%
O=C(O)c1cccc(Oc2cccc(Cl)n2)c1	0.9%	1%	4%	3%	-13%
S=c1[nH]nc(COc2ccccc2)n1/N=C/c1ccc(Cl)cc1Cl	2.6%	10%	10%	-5%	-11%
COc1ccc2cc(C(=O)C3CCCN(Cc4ccccn4)C3)ccc2c1 (stereo not drawn)	1.9%	14%	?	6%	6.6µM*
O=C(O)c1cccc(S(=O)(=O)Nc2cc(Cl)ccc2Cl)c1	1.9%	20%	1%	-17%	/
O=C(O)c1ccccc1C(=O)Nn1cnnc1	1.2%	4%	-2%	-3%	-21%
O=C(CSCC(=O)OCC(=O)c1ccc(Br)cc1)Nc1ccc(Br)cc1	i	-16%	-3%	6%	76%
CCCCN(C(=O)c1cc(-c2ccc(F)cc2)nc2ccccc12)c1c(N)n(CCCC)c(=O)[nH]c1=O	4.0%	/	/	-4%	/
CCc1nc(SCC(=O)Nc2nnc(CC)s2)c2c(C)c(C)sc2n1	1.1%	3%	2%	-3%	8%
NC(=O)CSc1nnc(-c2ccc(S(=O)(=O)N3CCOCC3)cc2)n1Cc1ccccc1	1.9%	-3%	-4%	27%	6%
O=[N+]([O-])c1ccccc1OCCN1CCOCC1	1.0%	7%	-2%	-28%	-8%
Cc1ccc(-c2nc(C=Nc3cccc(C)c3)c(O)o2)cc1	0.4%	1%	5%	0%	-4%
O/C(=C\Sc1nnc(Cc2ccccc2)o1)c1ccc(Br)cc1	0.8%	-5%	8%	10%	2%
Cc1nc2c(C)cccn2c(=O)c1NC(=O)c1ccc(Br)o1	4.4%	1%	-3%	-2%	-18%
O=C(COc1ccc2c3c(c(=O)oc2c1)CCCC3)NCC(O)c1ccccc1 (stereo not drawn)	0.7%	4%	6%	6%	28%
COc1ccc(C2=NN(C(=O)CSc3nc(=O)n4ccc(C)cc4n3)C(c3ccc(C)cc3)C2)cc1 (stereo not drawn)	7.4%	1%	55%	6%	-12%
CN(C1CCCCC1)S(=O)(=O)c1cccc2nsnc12	i	-6%	6%	-12%	19%
CCCCN(C(=O)c1ccc(Cl)cc1)C1CC2CCC(C1)N2C (stereo not drawn)	1.7%	/	-2%	2%	/
CCN1CCN(c2ccc(S(=O)(=O)N3CCOCC3)cc2NC(=O)CCC(C)C)CC1	0.3%	-7%	-7%	1%	-4%
CCC/C(O)=C1\C(=O)CCCC1=NC(C)C(=O)O (stereo not drawn)	0.5%	20%	-3%	3%	-4%
COc1cc(CNCCO)ccc1OCCc1ccccc1	i	5%	-1%	-9%	-1%
O=C(Cn1c(=O)n(Cc2ccccc2)c(=O)c2cc(Cl)ccc21)NCC1CCCO1 (stereo not drawn)	5.8%	-6%	-6%	-18%	5%
NC(=O)CC(c1ccccc1)c1ccco1 (stereo not drawn)	3.4%	-14%	1%	-4%	-2%
O=C(Nc1ccc(Cl)c(S(=O)(=O)N2CCOCC2)c1)C1CCCC1	0.4%	/	7%	-6%	8%
CCCCn1c(SCC(=O)NNC(=O)c2ccccc2)n[nH]c1=O	1.7%	/	-5%	-12%	-9%
Cc1cc(C)c2nc(N(CCN(C)C)C(=O)c3ccc(S(=O)(=O)N(C)CC4CCCO4)cc3)sc2c1 (stereo not drawn)	1.3%	-6%	1%	-2%	14%
O=C(NCCOC(=O)c1c(F)cccc1Cl)c1c(F)cccc1Cl	1.4%	5%	10%	-3%	4%
N#C/C(=N\Nc1ccccc1[N+](=O)[O-])C(=N)N1CCCCC1	1.9%	6%	1%	-2%	9%
CN(Cc1ccc(F)cc1)Cc1nc(CCc2ccccc2)no1	0.4%	-15%	-2%	-3%	52%
Cc1cc(S(=O)(=O)N2CCCCC2CCNC(=O)C(=O)NC2CC2)ccc1F (stereo not drawn)	2.4%	-3%	-1%	0%	-7%
CCCCc1ccc(-c2csc(/C(C#N)=C\c3ccco3)n2)cc1	0.0%	-9%	19%	5%	68%
COc1ccc(-n2c(SCC(=O)Nc3nccs3)nnc2-c2ccoc2C)cc1	i	-2%	-7%	3%	-6%
CC(=O)Nc1c(C(=O)O)[nH]c2ccccc12	1.8%	-5%	4%	-8%	-5%
Oc1c(C(Nc2nc3ccccc3s2)c2ccco2)ccc2cccnc12 (stereo not drawn)	>25µM*	3%	2%	1%	14%
CCN(CC)S(=O)(=O)c1ccc(N2CCOCC2)c(NC(=O)C(C)Oc2ccc(F)cc2)c1 (stereo not drawn)	4.6%	/	-6%	-9%	27%
CNCC(O)Cn1c2c(c3ccccc31)CCCC2 (stereo not drawn)	0.4%	5%	-2%	5%	9%
O=C1OCC2=C1C(c1ccc(F)cc1)CC(=O)N2c1ccc(F)cc1 (stereo not drawn)	0.2%	-3%	-2%	1%	1%
COc1ccc2c(c1OC)C(=O)N(c1cccc(C)c1)C2=O	2.3%	-14%	-3%	4%	-4%
Cc1c(O)ccc(NS(=O)(=O)c2ccccc2)c1C	1.7%	4%	5%	-6%	8%
CC(=O)Oc1cccc(N2C(=O)C3C(C2=O)C2C=CC3C23CC3)c1 (stereo not drawn)	7.3%	-7%	-15%	-6%	-12%
O=C(NCCN1CCOC1=O)C1CCC(=O)N(CCc2ccc(Cl)cc2)C1 (stereo not drawn)	1.6%	5%	0%	-3%	0%

Two compounds drawn at random from the list so far, as already listed:
SMILES	inhibitors of VEEV	Salmonella PhoP GFP	M. tuberculosis HTS	influenza NS1A	tuberculosis growth	others
COc1ccc(-n2c(SCC(=O)Nc3nccs3)nnc2-c2ccoc2C)cc1	i	-2%	-7%	3%	-6%
CNCC(O)Cn1c2c(c3ccccc31)CCCC2 (stereo not drawn)	0.4%	5%	-2%	5%	9%

Remaining list, next part:
SMILES	inhibitors of VEEV	Salmonella PhoP GFP	M. tuberculosis HTS	influenza NS1A	tuberculosis growth	others
Cc1cccc(-n2cc(-c3ccccc3)[nH]c2=S)c1	2.4%	-6%	6%	-23%	10%
Fc1ccc(C2CCCN2Cc2nc(Cc3ccccc3)no2)cc1 (stereo not drawn)	2.0%	10%	-3%	4%	14%
N#Cc1c(NC(=O)c2cnccn2)sc2c1CCCC2	2.0%	-7%	13%	-1%	36%
Cc1cc2nc(C3CCCN(C(=S)Nc4ccccc4)C3)[nH]c2cc1C (stereo not drawn)	i	-2%	-4%	2%	9%
CCOC(=O)c1ccc(NC(=O)CSc2nnc(COc3ccccc3OC)n2CC)cc1	1.1%	3%&-13%	-2%	-6%	4%
O=S(=O)(Nc1nc2ccccc2nc1Nc1ccc2c(c1)OCO2)c1ccc(F)cc1	2.8%	3%	1%	0%	6%
COc1ccc(-c2cccc(NS(=O)(=O)c3cccc([N+](=O)[O-])c3)c2)nn1	3.9%	-5%	10%	0%	19%
CCOc1ccc(S(=O)(=O)Nc2ccc3c(c2)OCO3)cc1	0.1%	4%	3%	8%	2%
O=C(Nc1nnc(-c2ccco2)s1)C1CCN(S(=O)(=O)c2ccc(Cl)cc2)CC1	0.1%	2%	-4%	-1%	13%
CC(C)(C)OC(=O)C[C@H]1C/C=C\C[C@@H](CC(=O)N[C@@H](CO)Cc2ccccc2)C(=O)N2CCC[C@@H]2COC1=O	0.2%	/	-2%	0%	18%
Cc1cc(C)c(C(=O)COC(=O)c2cccc(S(=O)(=O)NCc3ccccc3)c2)cc1C	11%	0%	5%	2%	34%
CC1=C(C(=O)Nc2ccccc2C)C(c2ccc(C)o2)N2C(=O)CSC2=N1 (stereo not drawn)	3.5%	-4%	-5%	1%	18%
COc1cccc(-c2nn(-c3ccccc3)cc2CN(C)Cc2ccon2)c1	0.4%	-1%	17%	8%	12%
COC(=O)C1CCN(C(=O)NC(C)(C)C)CC1	0.3%	3%	-3%	-17%	-3%
N#CC(C(=O)NCCc1ccccc1)c1nc2ccccc2nc1N1CCCCC1 (stereo not drawn)	2.4%	-9%	-3%	6%	1%
O=C(Nc1cccc(S(=O)(=O)N2CCCC2)c1)c1cc(=O)[nH]c2ccccc12	4.9%	/	-5%	1%	1%
CC(C)C(C(=O)OCC(=O)c1ccccc1)N1C(=O)C2C3C=CC(C3)C2C1=O (stereo not drawn)	0.4%	2%	2%	6%	21%
Cc1ccc(OCCC(=O)OCC(=O)Nc2ccc(C)c(S(=O)(=O)N3CCOCC3)c2)cc1	1.0%	/	/	6%	/
COc1ccc(O)c(CN2CCN(C/C=C/c3ccccc3)CC2)c1	i	14%	0%	11%	5%	inhibitors of VEEV 10K pilot screen=1.3
CCOc1ccc(-n2c(-c3ccoc3)nc3ccccc3c2=O)cc1	i	1%	-7%	4%	1%
